NOD1 inhibition: NOD1 signaling inhibitors, primary screen, cell-based, luminescence, uHTS (AID 1578); NOD1-driven NF-kB luciferase reporter cells, luminescence; higher % means a stronger effect; one-dose inhibition, % at 4 µM; EC50 in µM for titrated hits; 290,000 compounds, 1% hits; in the data active = inhibition mostly above about 36%, no sharp cut-off; inactive = mostly below about 34%;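 note: HEK-293T reporter cells stimulated with the NOD1 agonist gamma-tri-DAP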
MT stabilize HCS: stabilizes microtubules in HeLa cells; 200,000 compounds, 0.83% hits; % tubulin-high responders, % at 10 µM; HeLa tubulin immunostaining HCS, 24 h; share of cells brighter than vehicle mean+2SD;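 active = plate Z-score above 3 for both tubulin-high and condensed-nucleus cell shares, with cell loss under 80%, at 10 µM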;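 note: anti alpha tubulin signal scored within the nucleus-defined area of each cell; some results filed as inactive read as strong as hits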
b-catenin transl: beta-catenin nuclear translocation modulation; HeLa beta-catenin nuclear translocation, immunofluorescence imaging; nuclear translocation activity, % at 5 µM; 190,000 compounds, 0.3% hits; AID 1665;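 active = nuclear translocation activity above 50% at 5 µM, with a well cell count of 50 or more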;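 note: per-cell ratio of nuclear to cytoplasmic median beta-catenin stain intensity; plate controls were DMSO negative control for no effect and GSK-3 inhibitor IX positive control for full effect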
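Test system: human HeLa cells, endogenous beta-catenin. Times: 24 h compound exposure, 37°C. Measured by: beta-catenin immunofluorescence imaging with DAPI.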
Dynein transport: blocks dynein driven cargo transport along microtubules. 3617.4 mouse cells, GR-EGFP nuclear translocation imaging; test concentration mostly 20 µM; stimulated with dexamethasone, 1 µM; stronger effect = lower value. z-score, hits read low. 220,000 compounds, 0.47% hits. AID 1381;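 active = plate z-score of nuclear minus cytoplasmic receptor signal below a set negative limit, without overly bright fluorescence or cell loss, cut at about -3.5 in these data, passing the limit was not always enough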;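 note: z-score of nuclear minus cytoplasmic ring GR-EGFP intensity difference per well; some compounds called inactive have numbers as strong as hits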
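Also added – dexamethasone, 1.0 µM final · Buffer or medium – tet-free, stripped-serum medium · Schedule – induction 48 h, compound 1 h, agonist 30 min · Detection – formaldehyde fixation, Hoechst nuclear stain, 10x automated fluorescence imaging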
Insulin prom up: MIN6 insulin promoter up-regulation; MIN6 insulin promoter-GFP reporter, high-content imaging; stronger effect = higher value; z-score at 5 µM; 190,000 compounds, 0.3% hits;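 active = z-score above 3 at 5 µM with at least 500 cells counted in the well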
M17LAP inhibition: P. falciparum M17LAP inhibitors, primary screen, biochemical, fluorogenic H-Leu-NHMec substrate, 1536-well (AID 1619). recombinant M17LAP, H-Leu-NHMec fluorogenic kinetic assay; higher % means a stronger effect. one-dose inhibition, % at 30 µM; IC50 in µM for titrated hits. 220,000 compounds, 0.38% hits;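 active = compound inhibiting the enzyme by more than half at any dose during confirmatory dose-response retesting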;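 note: plate controls were full reaction with DMSO carrier for no effect and no enzyme background for full effect; strong numbers were not always called active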
NOD2 inhibition: inhibition of NOD2-driven NF-kB reporter – cell-based, luminescence, uHTS, HEK293 (AID 1566); HEK293 NOD2/NF-kB luciferase reporter, luminescence; higher % means a stronger effect; one-dose inhibition, % at 4 µM; EC50 in µM for titrated hits; 290,000 compounds, 0.63% hits; in the data active = inhibition above about 50%; note: many of its hits are not listed in these tables
Autophagy mod: modulators of autophagy; 190,000 compounds, 0.98% hits; calls only at 10 µM (by protocol); MEF GFP-LC3 puncta imaging; test concentration mostly 10 µM;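 active = percentage of spot-positive cells more than 3 SD above its plate mean, without a fluorescence outlier flag or 80% toxicity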;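 note: spot-positive cell cutoff set from DMSO-treated cells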
Yfh1-depleted yeast: enhancers of respiration in Yfh1-depleted yeast, dose response, Friedreich's ataxia, plus single-dose screen (AID 1465) | S. cerevisiae Yfh1-off respiration, WST-1 reduction, 72 h; higher fold induction means a stronger effect | fold induction at 50 µM; hits with a dose series show EC50 in µM | 220,000 compounds, 0.074% hits;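 active = fold induction of absorbance versus untreated yeast above a set limit, then at least 30% activation at any dose in follow-up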;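 note: activators that raise dye reduction in frataxin-depleted yeast; strong numbers were not always called active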
Dynein transport cytoplasmic EGFP: further read-out of Dynein transport, marked with its call; z-score; measured here: cytoplasmic GR-EGFP intensity; stronger effect = higher value
Dynein transport nuclear GR-EGFP: second read-out of Dynein transport, no call of its own (marks repeat the call); z-score; measured here: nuclear GR-EGFP intensity;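 lower value marks the stronger effect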
Dynein transport cell count: further read-out of Dynein transport, marked with its call; z-score; measured here: cell count per field
Insulin prom up cell count: also measured in Insulin prom up; calls as there; cell count; measured here: cytotoxicity, nuclei count;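 total cells summed across four imaged fields per well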
b-catenin transl cell count 5 µM: further read-out of b-catenin transl, marked with its call; cell count; measured here: cell count, cytotoxicity flag
MT stabilize HCS Hoechst-high %: further read-out of MT stabilize HCS, marked with its call; % Hoechst-high responders; measured here: nuclear condensation Hoechst responders;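 share of cells brighter than vehicle mean plus two SD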
MT stabilize HCS cytotoxicity %: second read-out of MT stabilize HCS, no call of its own (marks repeat the call); toxicity, %; measured here: cytotoxicity by cell density;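 0% = mean cell density of plate MIN control wells and 100% = no cells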
Autophagy mod cell loss 18 h: further read-out of Autophagy mod, marked with its call; toxicity, %; measured here: cell loss, nuclei count;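 cell loss after 18 h compound exposure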
The depositor's hits bear a star; i = inactive; . = not tested or not shown; + = active, no number. This is a subset (hit frequency here may not be typical).

canonical_smiles	NOD1 inhibition	MT stabilize HCS	MT stabilize HCS Hoechst-high %	MT stabilize HCS cytotoxicity %	b-catenin transl	b-catenin transl cell count 5 µM	Dynein transport	Dynein transport cytoplasmic EGFP	Dynein transport nuclear GR-EGFP	Dynein transport cell count	Insulin prom up	Insulin prom up cell count	M17LAP inhibition	NOD2 inhibition	Autophagy mod	Autophagy mod cell loss 18 h	Yfh1-depleted yeast
COc1ccc(NC(=O)c2c(N)no[n+]2[O-])c(OC)c1	-29%	3.2	2.5	2.1	-1.4	1042	0.9	-0.046	0.22	-1.3	0.24	1291	1%	-13%	i	14	i
COc1ccc(-c2cc(C(=O)NCc3ccc(Cl)cc3)no2)cc1OC	-30%	4.0	1.8	2.2	0.1	1073	-0.7	-0.22	-0.48	0.42	-0.8	1875	2%	-6%	i	-5	i
CCOc1ccc(CSC2=NCCN2)cc1[N+](=O)[O-]	25%	2.7	3.0	4.3	1.8	509	-1.6	-0.11	-1.3	1	-0.42	1244	2%	10%	i	4	i
Cc1ccc2c3c(c(SCC(=O)Nc4nonc4C)nc2c1)CCCC3	-28%	2.0	1.7	3.1	-6.9	1156	-1.4	-0.28	-0.072	0.42	-0.62	772	-3%	2%	i	19	i
COc1ccccc1NC(=S)N(Cc1ccc(C(=O)O)cc1)Cc1ccc(OC)c(OC)c1	24%	3.3	3.2	10	1.0	1069	1	-0.11	0.58	-1.4	2.5	1303	21%	-8%	i	-5	i
CCOC(=O)c1ccc(N2C(=O)C(C)=C(C)C2=O)cc1	-37%	2.5	2.0	4.3	-1.7	1007	-0.28	-0.21	0.031	0.49	0.04	1210	6%	10%	i	-7	i
CCNC(=O)CSc1nc2ccccc2c(=O)n1-c1cc(OC)ccc1OC	-5%	2.1	1.5	3.2	-0.1	1047	1.2	-0.042	1.3	-0.69	.	.	7%	-11%	i	-20	i
Cc1cccc(-n2c(C)cc(C)c(C#N)c2=O)c1	-12%	2.2	2.1	2.3	-2.8	1006	0.48	-0.25	0.14	0.27	0.02	1548	1%	14%	i	7	i
CC(C)N(Cc1nc(COc2ccccc2)no1)Cc1nccn1C	-2%	2.3	1.9	1.7	1.0	950	0.69	-0.21	0.6	-0.93	0.59	1398	0%	10%	i	24	i
Cc1cc(C)n(CCC(=O)N/N=C/c2cccc([N+](=O)[O-])c2)n1	-3%	.	.	.	-0.5	1241	-0.19	-0.24	0.21	-0.16	-0.02	1119	14%	15%	.	.	i
CC1CC(=O)C=C(O)C1C(=O)OC(C)(C)C (stereo not given)	-14%	3.4	2.0	4.9	2.6	1123	-0.2	-0.27	-0.096	0.42	0.39	1297	9%	8%	i	0	i
c1ccc(C2=Nc3ccccc3NC(c3ccccc3)C2)cc1 (stereo not given)	.	3.1	1.9	5.4	-0.1	1398	-0.091	-0.16	0.4	0.95	-0.18	1363	2%	-10%	i	12	i
CC(C)Cn1c(=O)c2ccccc2c2ccccc2c1=O	0%	3.1	1.8	8.5	.	.	0.53	-0.26	-0.35	-1	0.26	1233	-11%	-11%	i	-1	i
Cc1nc2c3c(-c4ccccc4)c(-c4ccccc4)oc3ncn2n1	-34%	.	.	.	-1.1	772	.	.	.	.	2.1	1206	.	14%	.	.	.
CCN(CC)Cc1c(C(=O)OC)nnn1-c1nonc1N	-14%	1.9	1.6	8.5	-3.6	1223	-0.41	-0.0083	-0.24	0.51	-0.13	1001	-8%	2%	i	-7	i
Nc1nc2ccccc2n1C(=O)c1cccs1	-57%	3.9	2.0	8.3	-5.1	1050	0.84	-0.14	0.51	-0.28	-0.16	1232	5%	-57%	i	2	i
COc1ccccc1NC(=O)NC(=O)N(C(C)C)S(C)(=O)=O	2%	1.6	1.1	5.9	.	.	-0.18	-0.2	0.059	0.72	0.5	875	1%	11%	i	-2	i
CCCCC(=O)Nc1ccc(C(=O)Nc2cc(C(F)(F)F)ccc2Cl)cc1	7%	4.0	3.7	4.3	1.2	944	0.22	-0.11	1.3	-1.1	.	.	7%	25%	i	32	i
COc1ccc(NC(=O)COC(=O)[C@@H]2CCCN2C(=O)c2cccs2)c(OC)c1	-13%	1.8	1.4	3.3	-1.1	1121	0.55	0.039	0.74	-0.95	0.11	951	-4%	10%	i	-16	i
CN(C)c1ccc(P(=O)(OC2CCCCC2)C(O)c2ccncc2)cc1 (stereo not given)	-11%	.	.	.	0.1	1287	-0.13	-0.2	0.093	0.58	-0.09	1119	13%	-2%	.	.	i
CCOC(=O)c1ccc(NC(=O)CNC(=O)C23CC4CC(CC(C4)C2)C3)cc1	16%	2.0	1.1	1.0	0.0	1361	-0.12	-0.16	-0.7	-0.29	0	1418	-1%	22%	i	-7	i
COc1cccc(-c2nn(C)c3sc(C(=O)NCc4ccc(C)o4)cc23)c1	4%	1.7	3.5	15	0.6	1026	-2.1	0.36	-0.64	-0.32	-0.47	980	12%	16%	i	-6	i
COc1ccccc1NC(=O)c1ccc(NC(=O)COC(=O)C2(C)CC2(Cl)Cl)cc1 (stereo not given)	5%	2.1	2.4	3.4	1.2	907	-1.1	1.3	-0.48	5.3	0.32	1164	3%	17%	i	-9	i
CCOC(=O)C1=C(O)/C(=C\c2sccc2C)N=C1C	-13%	2.2	2.4	5.7	0.1	917	-0.66	-0.3	-0.67	0.71	1	2209	38%	24%	i	-3	i
Fc1cccc(-c2cc3nc4c(c(N5CCC6(CC5)OCCO6)n3n2)CCCC4)c1	6%	2.1	1.4	3.2	1.8	1160	0.64	-0.13	0.68	0.36	-0.81	1176	0%	8%	+	-3.7*	i

An excerpt from above with just NOD1 inhibition, Insulin prom up and Dynein transport cell count:
smiles	NOD1 inhibition	Insulin prom up	Dynein transport cell count
CC(C)N(Cc1nc(COc2ccccc2)no1)Cc1nccn1C	-2%	0.59	-0.93
CC(C)Cn1c(=O)c2ccccc2c2ccccc2c1=O	0%	0.26	-1

Other results:
canonical_smiles	NOD1 inhibition	MT stabilize HCS	MT stabilize HCS Hoechst-high %	MT stabilize HCS cytotoxicity %	b-catenin transl	b-catenin transl cell count 5 µM	Dynein transport	Dynein transport cytoplasmic EGFP	Dynein transport nuclear GR-EGFP	Dynein transport cell count	Insulin prom up	Insulin prom up cell count	M17LAP inhibition	NOD2 inhibition	Autophagy mod	Autophagy mod cell loss 18 h	Yfh1-depleted yeast
COc1cc(/C=C2\C(=O)ON=C2c2ccccc2)cc(Cl)c1O	-19%	2.4	1.9	4.8	-5.2	1130	-0.86	-0.1	0.091	-0.29	-0.52	1565	36%	-46%	i	9	i
COc1ccc(C(=O)NNC(=O)c2cccc(F)c2)cc1	-36%	3.5	2.0	2.9	-0.9	994	-0.54	-0.23	-0.15	0.32	-0.18	1584	14%	-29%	i	0	i
Cc1cc2ncn(S(=O)(=O)N3CCOCC3)c2cc1C	27%	1.6	1.6	4.6	-1.5	989	0.36	-0.26	0.013	0.91	0.97	1581	1%	12%	i	-5	i
O=C1C(C2=NC(C(=O)O)C3C(=O)N(c4ccc(Cl)cc4)C(=O)C23)=C(O)c2ccccc21 (stereo not given)	-4%	3.0	1.7	5.4	0.2	1424	0.42	-0.23	0.95	0.19	-0.09	1622	72µM*	-2%	i	-25	i
Cc1nn(-c2ccccc2)c(C)c1C(=O)NNC(=O)C(F)(F)F	-9%	.	.	.	-0.9	1105	1.6	-0.25	0.59	-0.89	-0.08	1455	3%	14%	.	.	i
CC1(C)CC(=O)C/C(=N\NC(=O)c2cccs2)C1	-23%	2.2	1.5	1.1	-1.7	555	0.46	-0.17	0.01	-1.2	-0.08	1384	6%	10%	i	0	i
CSc1nc(C)cc(NC(N)=O)n1	23%	2.7	1.6	4.9	1.1	1163	-0.12	-0.23	-0.25	0.85	0.1	1019	-1%	9%	i	-10	i
Cc1ccc(N2C(=O)CC(N(CCc3ccccc3)C(=S)Nc3ccc(N(C)C)cc3)C2=O)cc1 (stereo not given)	-33%	2.7	1.9	9.9	.	.	-0.14	-0.17	-0.36	0.27	.	.	24%	-5%	i	2	.
COc1ccccc1C(=O)Nc1nc2nc(-c3ccccc3)cc(=O)n2[nH]1	-4%	2.7	3.0	5.8	-4.5	1027	-0.33	0.84	-0.15	1.1	1.6	759	4%	-4%	i	3	i
Cc1sc2nc(C(C)C)nc(SCC(=O)N3c4ccccc4CC3C)c2c1C (stereo not given)	22%	4.9	1.0	4.4	-0.2	1061	0.9	-0.22	0.52	-0.37	-0.73	1385	24%	-21%	+	1.6*	i
Cc1ccc(C(=O)NCCc2nc3ccccc3[nH]2)cc1[N+](=O)[O-]	-40%	1.8	2.3	2.0	2.6	1067	-0.31	-0.31	-0.29	0.43	-1.1	1435	-3%	23%	i	2	i
[O-]/[N+](=C\c1ccncc1)c1ccccc1	2%	3.7	2.3	6.7	-1.8	1380	-0.067	0.31	0.7	-0.91	0.02	1625	2%	12%	i	-5	.
COc1ccc(NC(=O)C23CCC(C)(C(=O)C2)C3(C)C)cc1 (stereo not given)	-29%	1.6	2.8	17	-0.3	1064	-1	-0.24	0.094	0.98	-0.21	1331	26%	-7%	i	-1	i
Cc1ccc(OCC(=O)NNC(=O)C(=O)NC(C)(C)C)cc1	-12%	3.9	1.9	7.0	.	.	0.46	-0.29	0.14	0.79	0.42	1139	10%	9%	i	14	i
CC1CCc2cc(F)ccc2N1C(=O)c1cccs1 (stereo not given)	-13%	3.4	2.4	3.7	-1.6	1005	-0.092	-0.32	0.47	-0.0093	-0.25	1604	4%	6%	i	11	i

Screening data from PubChem.
